Screens as filed in PubChem.
F508del corr = CFTR F508del correction in bronchial cells; CFBE cells, YFP halide quenching; stimulated with forskolin plus potentiator P3; % fluorescence drop versus neutral controls; activity (quench increase), % at 7.58 µM; actives 0.36% (n = 350,000);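 active = mean added fluorescence quench of at least 8% versus neutral control, with both replicates also reaching 8%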;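 note: cells transiently co-express mutant CFTR-F508del with the halide-sensitive YFP; corrector assay measuring rescue of mutant channel to the surface after 24 h compound exposure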
PGC1a acetyl inh = modulators of PGC1a acetylation | U2OS PGC1a acetylation, AlphaScreen anti-acetyl-lysine; with virally co-expressed GCN5 acetyltransferase | inhibition, % at 15.6 µM | actives 0.17% (n = 350,000);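 active = every replicate shows inhibition of at least 40%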;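 note: 0% = neutral control wells and 100% = positive control wells; some results beyond the cut were filed as inactive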
INS-1E GSIS act = primary screen for activators of insulin secretion dependent on glucose, INS-1E cells, GLuc reporter luminescence; INS-1E GLuc reporter insulin secretion, 2-3 h; activation, % at 16.6 µM; actives 0.61% (n = 370,000); AID 743287;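 active = lowest replicate activation of at least 40%, so every replicate reaches that level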;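 note: 0% = median of neutral control wells and 100% = median of IBMX positive control wells; some compounds called inactive have numbers as strong as hits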
FN deposition inh = fibronectin deposition inhibition; actives 0.086% (n = 350,000); inhibition, % at 12.6 µM; AH1F fibroblasts, Alexa488-fibronectin deposition fluorescence, overnight;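 active = mean inhibition across replicates of 30% or more, regardless of how many single replicates reach that level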;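 note: positive control wells lacked labelled fibronectin entirely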
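material = AH1F fibroblast monolayer depositing Alexa488-labelled fibronectin into matrix | amount = 10000 AH1F cells/well | buffer or medium = DMEM plus 2% serum, read in PBS | incubation = 1 h cell adhesion before compound, then overnight fibronectin incubation | detection = fluorescence at 485 nm excitation, 525 nm emission | evaluation = percent inhibition as loss of matrix-bound fibronectin fluorescence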
miR122 inh = blocks miR-122 activity in Huh7 sensor cells. Huh7 miR-122 Renilla luciferase sensor, 48 h; neutral wells = 0, positive control = 100. activation (reporter increase), % at 12.5 µM. actives 0.3% (n = 340,000). AID 602342;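 active = mean replicate activation score at least 90 and every replicate individually at or above 90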;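 note: higher luciferase means less miR-122 activity so hits act as miR-122 inhibitors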
Cneo AK release = Cryptococcus neoformans lysis via adenylate kinase release. actives 0.2% (n = 360,000). lysis activity, % at 15 µM. C. neoformans lysis, adenylate kinase release luminescence, 4 h; normalised: neutral wells 0, clomiphene wells 100;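 active = mean lysis activity across replicates of at least 80%, whatever share of replicates individually reach that level; inactive = mean lysis activity below 80%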
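Material: C. neoformans cells; Schedule: 4 h static compound exposure, 37 °C, read 1 h post-reagent; Measured by: adenylate kinase release luminescence; Read-out: signal increase indicating cell lysis; Controls: Clomiphene as positive lysis control.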
PglD DTNB = PglD (C. jejuni) enzyme inhibition; purified PglD enzyme, DTNB colorimetric CoA detection; inhibition, % at 12.5 µM; actives 0.098% (n = 360,000); AID 602405; in the data active = inhibition above about 16%, passing the limit was not always enough; note: strong numbers were not always called active
C2C12 statin = suppressors of simvastatin-induced myotoxicity in C2C12 myotubes; ATP luminescence, 48 h; scaled: DMSO 0, geranylgeraniol control 100; rescue of ATP level, % at 7.49 µM; actives 0.78% (n = 330,000);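 active = mean ATP rescue above about 67%, or every replicate alone reaching that limit, limit read from the data, passing the limit was not always enough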;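 note: myotubes were challenged with 10 µM simvastatin during compound exposure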
An asterisk follows results filed as active; . = no result given; [ ] = dose if it differs, or a comment.

SMILES	miR122 inh	PGC1a acetyl inh	PglD DTNB	FN deposition inh	INS-1E GSIS act	C2C12 statin	F508del corr	Cneo AK release
C[C@@H]1CCCCO[C@@H](CN(C)C(=O)Nc2ccccc2)[C@@H](C)CN([C@H](C)CO)C(=O)c2cc(NS(=O)(=O)c3ccc(F)cc3)ccc2O1	2[16.7 µM]	12	1	-2	8	.	-0.6	0
O=C(O)C1=C(OCc2ccccc2)C(=O)NCC1	0	10	.	.	6	.	0.2	.
C/C=C/c1cnc2c(c1)C(=O)N([C@@H](C)CO)C[C@H](C)[C@H](CN(C)C(=O)NCCC)O2	2[16.7 µM]	2	2	-39	13	-6	-0.5	8
Cc1ccc(C(=O)CSc2ccccn2)cc1	-1	2	4	.	.	0	.	1
O=c1oc(-c2ccc(Cl)c(Cl)c2)nn1-c1ccc(C(F)(F)F)cn1	0	-8	2	1	-37	.	-3.3	-1
CC1=NN(c2ccccc2)C(c2ccco2)C1 (stereo unspecified)	-5	-16	-1	17	-2	4	-3.0	-1
C[C@H]1COC(=O)[C@H](Cc2ccc(F)cc2)CC/C=C/C[C@@H](CC(=O)N[C@@H](CO)Cc2ccccc2)C(=O)N1	-8	-11	-1	1	-31	-13	-5.2	0
CCCN(C)C[C@H]1OCCCC[C@@H](C)Oc2ccc(NS(=O)(=O)c3ccc(F)cc3)cc2C(=O)N([C@H](C)CO)C[C@@H]1C	-3[16.7 µM]	7	8	-1	1	-4	-1.0	0
CC1CC(C)CN(C(=O)CSc2n[nH]c(N)n2)C1 (stereo unspecified)	.	.	1	2	5	0	1.6	0
CN(C)CC#Cc1ccc([C@@H]2[C@H](CO)N3CCCCN(C(=O)C4CCCC4)C[C@@H]23)cc1	-23[16.7 µM]	-5	-4	.	.	.	-0.7	-1
CC1(C)N=C(SCC(=O)Nc2ccc(Cl)cc2)C(c2ccccc2)=N1	0	-21	0	-22	.	9	.	-5
CCOC(=O)Cc1csc(Nc2c(C)n(C)n(-c3ccccc3)c2=O)n1	4	-8	-1	4	.	-14	.	2

Next entries:
SMILES	miR122 inh	PGC1a acetyl inh	PglD DTNB	FN deposition inh	INS-1E GSIS act	C2C12 statin	F508del corr	Cneo AK release
C[C@H]1CN([C@@H](C)CO)C(=O)c2ccccc2-c2ccccc2CO[C@@H]1CN(C)Cc1ccccc1C(F)(F)F	.	-2	.	-8	14	.	-2.6	.
O=C(CN1CCOCC1)N/N=C/c1ccc(-c2cccc(Cl)c2Cl)o1	9	-1	4	1	.	-3	-0.5	-3
O=C(Cc1ccc(Br)cc1)Nc1ccc(S(=O)(=O)NCC2CCCO2)cc1 (stereo unspecified)	.	-11	.	9	-31	.	2.7	.
Cc1ccc(S(=O)(=O)Nc2ccc3c(c2)CC(=O)N([C@H](C)CO)C[C@H](C)[C@H](CN(C)Cc2ccc(Cl)c(Cl)c2)O3)cc1	13[16.7 µM]	0	1	4	-11	5	4.4	-4
CC(=O)c1ccc(OCc2cc(C(=O)NC(C)Cc3ccccn3)no2)cc1 (stereo unspecified)	-3	12	2	-7	-3	4	-2.6	-3
C/C=C/c1cnc2c(c1)C(=O)N([C@@H](C)CO)C[C@@H](C)[C@@H](CN(C)S(=O)(=O)c1ccc(C)cc1)O2	8[16.7 µM]	-1	1	0	3	.	-0.9	-8
CCC(OC(=O)C(CC(C)C)NC(=O)c1ccccc1)C(=O)Nc1nnc(C)s1 (stereo unspecified)	1	-24	3	.	-4	19	-2.8	2
CCCCOc1ccc(C(=O)OCC(=O)N2CCCCCC2)cc1	-2	8	-4	-10	.	3	3.0	1
CCC(=O)Nc1ccc2c(c1)OC[C@@H](C)N(C(=O)CN1CCOCC1)C[C@H](C)[C@H](OC)CN(C)C2=O	1[16.7 µM]	.	-4	1	7	-5	.	1
CCCCCn1c(C(C)NC(=O)CCC)nc2ccccc21 (stereo unspecified)	.	.	-1	1	.	6	1.8	-3
O=C(OCCc1ccccn1)c1cccc([N+](=O)[O-])c1	.	-6	-6	5	2	.	-1.1	-1
Cc1ccc(S(=O)(=O)NCCC(=O)Nc2ccc(C)cc2C(=O)c2ccccc2)cc1	12	.	-2	3	-24	5	.	3

Following part
SMILES	miR122 inh	PGC1a acetyl inh	PglD DTNB	FN deposition inh	INS-1E GSIS act	C2C12 statin	F508del corr	Cneo AK release
COC(=O)[C@H](CCSC)NC(=O)N1CCN(c2cccc(C(F)(F)F)c2)CC1	.	6	-3	1	-15	0	.	0
O=C(C[C@H]1C[C@@H]2c3cc(NC(=O)Cc4ccncc4)ccc3O[C@@H]2[C@H](CO)O1)NCc1ccc(-c2ccccc2)cc1	8[16.7 µM]	-7	-4	.	-11	3	-0.4	-1
C[C@@H]1CN([C@@H](C)CO)C(=O)Cc2cc(NC(=O)Nc3cccc4ccccc34)ccc2O[C@H]1CN(C)S(=O)(=O)c1ccccc1	34[16.7 µM]	2	2	.	2	21	-3.4	0
C[C@@H]1CN([C@@H](C)CO)C(=O)c2cccc(NC(=O)C3CC3)c2O[C@@H]1CN(C)Cc1ccccc1	3[16.7 µM]	-4	8	.	5	7	-0.3	-5
Cc1cc(C(=O)Nc2cccc3c2O[C@@H](CN(C)Cc2ccc(Oc4ccccc4)cc2)[C@H](C)CN([C@H](C)CO)C3=O)n(C)n1	-11[16.7 µM]	0	-1	.	6	-19	-4.0	-12
CC(=O)COc1ccc2c(C)c(C)c(=O)oc2c1	-5	4	6	.	-5	-6	.	-1
FC(F)(F)c1cc(Sc2ccccc2)nc(-c2ccccn2)n1	-7	.	2	13	.	-1	.	5
CCc1nnc(NC(=O)c2sc3nc(C)cc(COC)c3c2N)s1	-3	8	-4	6	-13	4	5.2	2
Cc1ccccc1Cc1c(C)nc2nc(SCC(=O)NCCCN3CCCC3)nn2c1C	-15	4	5	-3	-9	-7	1.2	4
CCOC(=O)/C(=N\Nc1cccc(C(F)(F)F)c1)N(CCOC)CCOC	12	.	-2	0	.	.	.	-2
CO[C@@H](CN(C)S(=O)(=O)c1cn(C)cn1)[C@H](C)CN(C(=O)Nc1ccc(F)cc1)[C@H](C)CO	.	11	-1	-10	6	5	1.2	3
C[C@H]1CN([C@@H](C)CO)C(=O)Cc2cc(NC(=O)C3CC3)ccc2O[C@H]1CN(C)C(=O)Nc1ccc2c(c1)OCO2	2[16.7 µM]	14	3	.	13	-1	1.7	-6

Some of the entries above, set out differently:
Under each structure – miR122 inh	PGC1a acetyl inh	PglD DTNB	FN deposition inh	INS-1E GSIS act	C2C12 statin	F508del corr	Cneo AK release
CCC(OC(=O)C(CC(C)C)NC(=O)c1ccccc1)C(=O)Nc1nnc(C)s1 (stereo unspecified)
 : 1	-24	3	.	-4	19	-2.8	2
CCCCOc1ccc(C(=O)OCC(=O)N2CCCCCC2)cc1
 : -2	8	-4	-10	.	3	3.0	1
CCC(=O)Nc1ccc2c(c1)OC[C@@H](C)N(C(=O)CN1CCOCC1)C[C@H](C)[C@H](OC)CN(C)C2=O
 : 1[16.7 µM]	.	-4	1	7	-5	.	1
CCCCCn1c(C(C)NC(=O)CCC)nc2ccccc21 (stereo unspecified)
 : .	.	-1	1	.	6	1.8	-3
O=C(OCCc1ccccn1)c1cccc([N+](=O)[O-])c1
 : .	-6	-6	5	2	.	-1.1	-1
Cc1ccc(S(=O)(=O)NCCC(=O)Nc2ccc(C)cc2C(=O)c2ccccc2)cc1
 : 12	.	-2	3	-24	5	.	3
COC(=O)[C@H](CCSC)NC(=O)N1CCN(c2cccc(C(F)(F)F)c2)CC1
 : .	6	-3	1	-15	0	.	0
O=C(C[C@H]1C[C@@H]2c3cc(NC(=O)Cc4ccncc4)ccc3O[C@@H]2[C@H](CO)O1)NCc1ccc(-c2ccccc2)cc1
 : 8[16.7 µM]	-7	-4	.	-11	3	-0.4	-1
C[C@@H]1CN([C@@H](C)CO)C(=O)Cc2cc(NC(=O)Nc3cccc4ccccc34)ccc2O[C@H]1CN(C)S(=O)(=O)c1ccccc1
 : 34[16.7 µM]	2	2	.	2	21	-3.4	0
C[C@@H]1CN([C@@H](C)CO)C(=O)c2cccc(NC(=O)C3CC3)c2O[C@@H]1CN(C)Cc1ccccc1
 : 3[16.7 µM]	-4	8	.	5	7	-0.3	-5
Cc1cc(C(=O)Nc2cccc3c2O[C@@H](CN(C)Cc2ccc(Oc4ccccc4)cc2)[C@H](C)CN([C@H](C)CO)C3=O)n(C)n1
 : -11[16.7 µM]	0	-1	.	6	-19	-4.0	-12
CC(=O)COc1ccc2c(C)c(C)c(=O)oc2c1
 : -5	4	6	.	-5	-6	.	-1
FC(F)(F)c1cc(Sc2ccccc2)nc(-c2ccccn2)n1
 : -7	.	2	13	.	-1	.	5
CCc1nnc(NC(=O)c2sc3nc(C)cc(COC)c3c2N)s1
 : -3	8	-4	6	-13	4	5.2	2
Cc1ccccc1Cc1c(C)nc2nc(SCC(=O)NCCCN3CCCC3)nn2c1C
 : -15	4	5	-3	-9	-7	1.2	4

(more compounds)
SMILES	miR122 inh	PGC1a acetyl inh	PglD DTNB	FN deposition inh	INS-1E GSIS act	C2C12 statin	F508del corr	Cneo AK release
O=C(Nc1cnc2ccccn2c1=O)c1ccc(Cl)cc1Cl	0	3	-4	-5	9	3	1.2	-9
C[C@@H]1CN([C@@H](C)CO)C(=O)c2cc(NC(=O)C3CC3)ccc2O[C@H]1CN(C)Cc1ccc(C(F)(F)F)cc1	5[16.7 µM]	-2	-2	.	-3	-1	-0.5	3
COc1ccccc1-c1sc2cc3c(cc2c1C#CCO)OCO3	-1	7	0	2	.	0	3.3	1
CC(=O)C1CCC2C3CCC4CC(=O)CCC4(C)C3C(O)CC12C (stereo unspecified)	68	3	9	.	.	-5	4.6	0
COc1cc(CN(C(=O)c2cccs2)C2CCS(=O)(=O)C2)cc(OC)c1OC (stereo unspecified)	.	4	0	-5	11	25	-0.2	-3
Cc1noc(C)c1C(=O)N(C)CC(=O)Nc1ccc(F)c(F)c1F	6	-2	-2	-9	-2	-3	-2.4	6
CCOc1ccc(CCNC(=O)COC(=O)c2oc3ccccc3c2COC)cc1OCC	-11	4	2	2	.	15	-0.4	-2
CC(=O)c1cnc2c(-c3ccc(Cl)cc3)cnn2c1C	-2	-16	-3	-9	.	-9	.	-5
COc1cccc(NC(=O)CN(C)CC(=O)Nc2ccc(C)cc2Cl)c1	-6	-2	-1	3	-9	-5	0.3	0
Cc1ccc(C(=O)CSc2nnc(-c3ccco3)o2)o1	2	-4	5	6	-8	11	.	-1
CC(C)NC(=O)CSCc1cccc(Br)c1	.	0	5	.	3	14	-2.5	2
